MEKK2wt PB1 HTS: raises or lowers MEK5 binding to wildtype human MEKK2 PB1 domain. Q9Y2U5. bead flow cytometry, Alexa488-MEK5 binding to MEKK2 WT; actives lie on both sides. binding response (% of control), % at 10 µM. actives 1.1% (n = 290,000). AID 1531; in the data active = binding response below about 67% or above about 130%
M18AAP inhibitor: blocks P. falciparum M18 aspartyl aminopeptidase. recombinant PfM18AAP, H-Glu-NHMec fluorogenic cleavage. inhibition, % at 7.35 µM. actives 1.2% (n = 290,000);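 active = inhibition above the campaign mean inhibition over all tested compounds plus 3 SD, cut at about 28% in these data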;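 note: 0% = plate median of test compound wells and 100% = 2 mM ZnCl2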
OXTR potentiator: human OXTR potentiation; P30559; CHO-OTR cells, Fluo-8 calcium fluorescence, potentiator mode; 0% = oxytocin EC15, 100% = EC100; activation, % at 3 µM; actives 0.061% (n = 320,000);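 active = activation above that plate's cutoff, the mean activation of tested compounds plus 3 SD, cut at about 6.6% in these data, passing the limit was not always enough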;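 note: 100% uses oxytocin at 75 nM as the full agonist control; some results filed as inactive read as strong as hits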
Target sequence (P30559 whole entry, looked up): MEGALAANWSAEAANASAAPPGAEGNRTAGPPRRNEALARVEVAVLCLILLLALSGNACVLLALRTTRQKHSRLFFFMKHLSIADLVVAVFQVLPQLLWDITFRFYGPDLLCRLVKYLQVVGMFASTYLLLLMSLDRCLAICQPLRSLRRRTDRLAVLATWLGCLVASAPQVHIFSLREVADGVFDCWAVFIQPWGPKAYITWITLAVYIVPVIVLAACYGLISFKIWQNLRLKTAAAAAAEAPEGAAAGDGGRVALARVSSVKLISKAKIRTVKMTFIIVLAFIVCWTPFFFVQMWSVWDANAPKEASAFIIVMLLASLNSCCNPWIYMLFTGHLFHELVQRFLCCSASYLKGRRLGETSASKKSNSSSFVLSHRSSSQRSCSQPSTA
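Measured by – Fluo-8 calcium dye fluorescence · Test system – human OTR in CHO cells · Dosing – one concentration, 3.0 µM compound · Controls – EC15 oxytocin alone as 0%, 75 nM oxytocin as 100% · Evaluation – normalized max/min fluorescence ratio, % activation · Timing – 6 min pre-incubation, 100 s read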
GPR7 antag: human neuropeptides B/W receptor 1 antagonism. P48145. GPR7-expressing cells, fluorescence antagonist assay. inhibition, % at 4.4 µM. AID 1861. actives 1.1% (n = 290,000); in the data active = inhibition above about 16%, passing the limit was not always enough;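 note: cells stimulated with the agonist NPW; 0% = agonist with vehicle and 100% = vehicle without agonist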
Target sequence (P48145 whole entry, looked up): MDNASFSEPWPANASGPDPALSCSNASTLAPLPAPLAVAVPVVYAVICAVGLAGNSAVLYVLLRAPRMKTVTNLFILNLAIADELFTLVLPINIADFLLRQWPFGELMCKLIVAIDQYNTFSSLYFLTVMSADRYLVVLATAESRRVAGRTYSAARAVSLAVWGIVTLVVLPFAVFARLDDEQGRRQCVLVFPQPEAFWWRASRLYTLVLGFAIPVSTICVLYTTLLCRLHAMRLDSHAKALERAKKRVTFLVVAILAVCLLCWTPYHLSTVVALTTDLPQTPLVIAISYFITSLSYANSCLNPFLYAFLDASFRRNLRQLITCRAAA
V1aR counter: V1a receptor agonism, counter-screen for OXTR agonists. P37288. CHO-V1R cells, Fluo-8 calcium fluorescence, agonist mode; 0% DMSO, 100% 3 nM vasopressin. activation, % at 3 µM. actives 0.25% (n = 320,000). AID 2797;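 active = activation above the mean activation of all tested compounds plus 3 SD, per screening run, cut at about 20% in these data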;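 note: signal is peak over basal fluorescence ratio across a 100 second FLIPR read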
OXTR ag: agonists of human oxytocin receptor; P30559; CHO-OTR cells, Fluo-8 calcium fluorescence; normalized: DMSO 0%, oxytocin 100%; activation, % at 3 µM; actives 0.32% (n = 320,000);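 active = activation above the mean of all tested compounds plus 3 SD, cutoff set per screening run, cut at about 20% in these data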;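 note: peak over basal fluorescence ratio from a 100 s FLIPR kinetic read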
GalR3 antagonist: human GalR3 antagonism | actives 0.44% (n = 360,000) | inhibition, % at 3 µM | HEK293 GalR3-CNG cAMP membrane potential fluorescence; galR3 body fused to GalR1 C-terminus;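 active = inhibition above the screen-wide average plus 3 SD, cut at about 13% in these data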;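 note: forskolin and galanin both at EC90 stimulate the cells; cAMP rise reported by CNG channel membrane potential dye signal; 0% = forskolin plus galanin with DMSO and 100% = forskolin alone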
Target sequence (O60755 1-299 limits assumed): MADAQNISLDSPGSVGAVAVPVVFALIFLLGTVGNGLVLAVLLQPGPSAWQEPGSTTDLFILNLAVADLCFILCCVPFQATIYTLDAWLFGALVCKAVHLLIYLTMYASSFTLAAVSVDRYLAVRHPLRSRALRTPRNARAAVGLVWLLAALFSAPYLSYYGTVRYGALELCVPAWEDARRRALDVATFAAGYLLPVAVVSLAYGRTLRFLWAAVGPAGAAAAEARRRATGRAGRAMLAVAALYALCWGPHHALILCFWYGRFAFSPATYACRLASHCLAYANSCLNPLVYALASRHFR
MEKK2 mut-MEK5: signal of MEK5 binding to mutant human MEKK2 PB1 domain. percent response, % at 10 µM. actives 0.35% (n = 290,000). bead flow cytometry, Alexa488-MEK5 binding to MEKK2 mutant; in the data active = percent response above about 24%, passing the limit was not always enough; note: inactives centre near 1; some results filed as inactive read as strong as hits
NALP1 inh: NALP1 inhibition. actives 0.61% (n = 280,000). S. cerevisiae NALP1/ASC/caspase-1 growth, X-gal OD620, 72 h. inhibition, % at 10 µM; in the data active = inhibition mostly above about 24%, no sharp cut-off; inactive = mostly below about 32%; note: some compounds called inactive have numbers as strong as hits
The depositor's hits bear a star; x = not tested or not shown.

SMILES | MEKK2wt PB1 HTS | M18AAP inhibitor | OXTR potentiator | GPR7 antag | V1aR counter | OXTR ag | GalR3 antagonist | MEKK2 mut-MEK5 | NALP1 inh
CCC1(C(=O)c2ccc(Cl)cc2)C2c3ccccc3OC(=O)C21C(=O)Nc1ccccc1 (configuration not stated) | 97.0 | 0.9 | -4.2 | 17.6 | -0.1 | -1.1 | -8.0 | 0.0 | 15.4
CCn1c(CSc2ncccn2)nnc1SCC(=O)N1CCc2ccccc21 | x | -9.7 | -4.5 | -5.2 | -0.8 | -1.4 | 0.6 | x | -12.0
COc1ccc(O)c(-c2c(-c3ccc(Cl)cc3)n[nH]c2C)c1 | 108.0 | -3.0 | -7.0 | 5.5 | 0.3 | 2.2 | 0.7 | 8.0 | 10.9
Cc1cccc(C)c1NC(=O)CS(=O)CC(=O)Nc1ccc(F)cc1F (configuration not stated) | 103.0 | -6.5 | -5.3 | -0.5 | 0.9 | 0.6 | -0.9 | -1.0 | 3.8
Cc1ccc(NC(=O)CSc2ccc(-c3ccccn3)nn2)cc1 | 98.0 | -2.6 | -0.6 | -1.4 | 1.2 | 0.2 | 0.4 | -5.0 | 3.5
CCCNC(=O)CN(C)CC(=O)Nc1ccccc1C#N | 98.0 | 3.3 | -8.0 | -7.6 | -0.5 | 0.2 | -2.4 | 4.0 | 4.7
Cc1ccc(S(=O)(=O)c2nc(C)c3c(n2)CCC3)cc1 | 103.0 | 3.0 | -5.1 | -9.3 | 0.1 | -0.1 | -6.6 | 0.0 | 27.3
O=C(Nc1ccc(-c2cscn2)cc1)C1CCCN(Cc2ccc(CO)o2)C1 (configuration not stated) | 104.0 | -5.8 | x | 14.5 | x | x | -0.6 | -2.0 | 17.5
O=C1N(Nc2ccccc2)C(c2ccc(Br)cc2)C12CCCCC2 (configuration not stated) | 90.0 | 0.8 | 1.3 | -6.8 | -0.6 | -0.7 | -4.0 | 0.0 | 1.1
CC1(C)CC(=O)c2c(O)cc(OCC(=O)Nc3ccc(CCO)cc3)cc2O1 | 95.0 | -2.8 | -9.9 | 4.6 | 7.6 | 10.2 | -9.4 | -3.0 | 17.7
CCC1CCC/C1=N\NC(=O)c1ccccc1C (configuration not stated) | x | x | -3.0 | x | -1.2 | -1.8 | -2.3 | x | x
Cc1ccc(-c2cc[n+](Cc3ccccc3)cc2)cc1 | 107.0 | -5.6 | -5.9 | -3.0 | 0.9 | 0.1 | 0.2 | -2.0 | 4.5
O=C(NC(=S)N1CCOCC1)c1ccc([N+](=O)[O-])cc1 | 107.0 | -6.1 | 7.5 | -1.7 | 2.4 | -0.7 | 4.4 | 8.0 | 10.2
N#CCSc1nnc(-c2ccc3c(c2)OCO3)o1 | 106.0 | 1.6 | -3.1 | -5.7 | 0.2 | 0.1 | -1.2 | 6.0 | 14.1
O=c1oc(-c2ccc([N+](=O)[O-])cc2)nc2ccc(O)cc12 | 91.0 | -3.5 | -8.0 | -1.6 | 0.4 | 0.7 | 1.6 | -2.0 | -11.4
Cc1[nH]nc(SCC(=O)N2CCCCCC2)c1[N+](=O)[O-] | 106.0 | -0.5 | -3.3 | -2.4 | -0.5 | 0.2 | 13.9* | -3.0 | 5.3
COc1ccc(NC(=O)CSc2nnc(-c3ccco3)n2C)cc1 | 97.0 | 4.7 | -4.8 | -1.1 | 0.6 | -0.2 | -4.5 | -3.0 | -7.1
COc1ccc(C2COc3cc(O)ccc3C2)c(OC)c1O (configuration not stated) | 105.0 | x | -5.0 | x | 1.4 | 1.4 | 0.9 | 3.0 | x
CC1CN(C(=S)Nc2ccc(S(N)(=O)=O)cc2)CC(C)O1 (configuration not stated) | 99.0 | -5.3 | -5.0 | -14.9 | -0.8 | -0.2 | -1.5 | 0.0 | 3.3
CCOC(=O)CN(C(=O)CSc1nnc(-c2ccc(OC)c(OC)c2)o1)c1ccccc1 | 102.0 | 4.1 | -1.4 | -16.1 | 1.0 | 0.2 | -4.5 | 0.0 | 10.5
Cc1ccc2c(c1)nnn2C1CCN(CC(=O)Nc2ccc(F)cc2)CC1 | 89.0 | -1.4 | -8.2 | -3.6 | -0.8 | -2.1 | -2.1 | -19.0 | x
Cn1c(=O)c2c(nc(SCC(=O)O)n2Cc2cc3c(cc2Cl)OCO3)n(C)c1=O | 97.0 | 9.6 | 3.9 | 2.7 | 0.3 | 0.7 | 0.9 | 0.0 | 5.2
O=C(NC1CCN(S(=O)(=O)c2ccccc2)CC1)c1cccc(F)c1 | 106.0 | 5.9 | -14.2 | 3.7 | 0.6 | -2.1 | -8.4 | 0.0 | 18.6
CC(=O)c1cccc(Nc2c3c(nc4ccccc24)CCC3)c1 | 105.0 | 3.0 | -14.3 | 15.8 | 2.1 | -1.3 | -9.2 | 0.0 | 33.9
CCOC(=O)C1=C(c2ccccc2)Nc2ncnn2C1c1ccc(OC)c(OC)c1OC (configuration not stated) | 93.0 | -0.6 | -6.7 | -14.7 | -0.7 | -0.3 | 1.7 | -3.0 | 4.3
CC(=O)OC(C(=O)NCS(=O)(=O)c1ccc(C)cc1)c1cccnc1 (configuration not stated) | 92.0 | -41.3 | 5.6 | 8.3 | -0.3 | 2.9 | -3.2 | -2.0 | 6.6
Cc1noc(N)c1C1(O)C(=O)Nc2c(Cl)cc(Cl)cc21 (configuration not stated) | 83.0 | -15.0 | -15.5 | 14.4 | 0.8 | 1.1 | -0.6 | -15.0 | -19.0
CCOC(=O)C1CN(S(=O)(=O)c2ccc(F)cc2)C1 | 97.0 | -5.6 | -8.0 | -9.9 | 0.8 | -0.5 | -3.1 | -4.0 | 6.0
COc1ccc(NC(=O)c2cncn2-c2ccccc2)cc1 | 95.0 | -1.6 | 1.8 | -8.4 | 0.7 | 0.1 | -8.2 | -5.0 | 14.1
CCOC(=O)c1[nH]c(C)c(C(=O)OCC(=O)N2CC(=O)Nc3ccccc32)c1C | 98.0 | 0.2 | -7.6 | 0.3 | 1.8 | 0.6 | -7.5 | 15.0 | 17.8
CCC(CO)Oc1cc(NCc2cccc(F)c2)c2ncn(C(C)C)c2c1 (configuration not stated) | x | x | -3.4 | x | 1.3 | 1.1 | -2.3 | x | x
Cc1cccc(CCNC(=O)Cn2ncc3c([nH]c4ccc(C)cc43)c2=O)c1 | 96.0 | 5.3 | -5.2 | -3.8 | 0.7 | -0.6 | 1.2 | -4.0 | 14.4
CCN(C(=O)CN1C(=O)S/C(=C\C=C\c2ccccc2)C1=O)C1CCS(=O)(=O)C1 (configuration not stated) | 97.0 | 0.4 | -4.7 | -2.5 | 0.3 | -0.3 | 1.9 | -8.0 | 17.5
COc1ccc(Cl)cc1NC(=O)Nn1cnnc1 | 97.0 | 81.1* | 4.9 | -4.8 | -0.1 | 2.5 | -1.4 | -3.0 | 11.9
CCOc1ccc(NC(=O)C(=O)N/N=C\c2ccc(CNS(=O)(=O)c3ccccc3)o2)cc1 | 94.0 | 0.8 | -3.8 | -7.3 | 0.9 | 0.4 | -3.6 | 9.0 | 13.3
COc1ccccc1CNC(=O)C(=O)NCC1OCCN1S(=O)(=O)c1ccccc1 (configuration not stated) | 103.0 | -10.6 | -11.5 | 6.9 | 0.2 | -0.3 | 0.5 | 6.0 | -2.8

Whole records, looked up by structure. Values in the order: MEKK2wt PB1 HTS | M18AAP inhibitor | OXTR potentiator | GPR7 antag | V1aR counter | OXTR ag | GalR3 antagonist | MEKK2 mut-MEK5 | NALP1 inh
Listed for CCN(C(=O)CN1C(=O)S/C(=C\C=C\c2ccccc2)C1=O)C1CCS(=O)(=O)C1 (configuration not stated) → 97.0 | 0.4 | -4.7 | -2.5 | 0.3 | -0.3 | 1.9 | -8.0 | 17.5
Listed for N#CCSc1nnc(-c2ccc3c(c2)OCO3)o1 → 106.0 | 1.6 | -3.1 | -5.7 | 0.2 | 0.1 | -1.2 | 6.0 | 14.1
Listed for CCOC(=O)CN(C(=O)CSc1nnc(-c2ccc(OC)c(OC)c2)o1)c1ccccc1 → 102.0 | 4.1 | -1.4 | -16.1 | 1.0 | 0.2 | -4.5 | 0.0 | 10.5

Following part
SMILES | MEKK2wt PB1 HTS | M18AAP inhibitor | OXTR potentiator | GPR7 antag | V1aR counter | OXTR ag | GalR3 antagonist | MEKK2 mut-MEK5 | NALP1 inh
COC(C(=O)Nc1ccc(NC(=O)C(OC)c2ccccc2)cc1)c1ccccc1 (configuration not stated) | 97.0 | -1.6 | -9.8 | 11.6 | 0.9 | 2.8 | 0.0 | -1.0 | -1.5
NNC(=O)CCc1ccc(S(=O)(=O)N2CCOCC2)cc1 | 96.0 | 2.2 | -1.5 | -7.5 | -0.4 | -0.8 | x | -6.0 | 3.7
CC(C)(C)NC(=O)C(c1ccco1)N(Cc1ccc2c(c1)OCO2)C(=O)c1snc(C(N)=O)c1N (configuration not stated) | 93.0 | 15.2 | -7.6 | -6.0 | -0.2 | 0.3 | -8.8 | 1.0 | 9.1
C=C1c2ccccc2S(=O)(=O)N(Cc2ccccc2)C1COCc1ccccc1 (configuration not stated) | 97.0 | x | -11.2 | x | 2.0 | -0.1 | -1.7 | 4.0 | 6.2
O=C(COc1ccccc1)N(Cc1ccccc1)c1nc(-c2ccccc2)cs1 | 100.0 | -10.5 | -2.9 | -8.3 | 0.8 | 1.3 | -5.1 | 3.0 | -11.0
COc1ccccc1NS(=O)(=O)c1ccc(O)c(C(=O)OCC(=O)N2c3ccccc3CC2C)c1 (configuration not stated) | 98.0 | -3.7 | 0.3 | -6.3 | 1.9 | 1.0 | -0.3 | 1.0 | 6.2
Cc1cc(C)n(-c2cc(C(C)(C)C)nc3c(-c4ccc(Cl)cc4)cnn23)n1 | 106.0 | -8.5 | 12.6* | -0.3 | 3.6 | 0.4 | -5.9 | 4.0 | 0.5
CCN(CC(=O)NC1CCS(=O)(=O)C1)S(=O)(=O)c1ccccc1 (configuration not stated) | 99.0 | 0.1 | -4.0 | -13.6 | -0.8 | 1.6 | -2.0 | -1.0 | 12.8
O=C(c1cc2sccc2n1Cc1ccccc1)N1CCN(c2nc3ccccc3s2)CC1 | 98.0 | -0.9 | -10.3 | 24.3 | -0.1 | -0.7 | -3.8 | 1.0 | 10.0
CCn1c(SCC(N)=O)nc2ccccc2c1=O | 100.0 | 1.3 | -6.2 | -15.1 | -0.4 | 0.1 | -1.2 | 3.0 | 17.0
CC(C)CN(C(=O)CCC(=O)OC(C)C(=O)Nc1cccc(C#N)c1)c1c(N)n(CC(C)C)c(=O)[nH]c1=O (configuration not stated) | x | x | -0.9 | x | 1.2 | 0.7 | -1.0 | x | x
Cn1c(=O)c2c(nc(NCc3ccco3)n2Cc2ccc(Cl)cc2Cl)n(C)c1=O | 99.0 | -1.1 | -2.3 | -5.5 | -1.1 | -2.5 | -0.9 | -4.0 | 19.8
Cc1ccc(N2CC(=O)N(NC(=O)CN3CCN(c4ccccc4)CC3)CC2=O)cc1 | 101.0 | -6.0 | -13.2 | -5.7 | -0.3 | -2.2 | -3.5 | 4.0 | -2.8
COc1ccc(Nc2cc(=O)n(-c3ccccc3)c3c2c(=O)n(C)c(=O)n3C)cc1 | 94.0 | -0.1 | -4.0 | -9.2 | 0.2 | 0.1 | -4.2 | -2.0 | -2.0
CCOC(=O)C(Cc1ccccc1)C(=O)Nc1cccc2ccccc12 (configuration not stated) | 114.0 | 0.5 | 0.0 | -15.1 | -1.2 | -3.2 | 0.1 | 13.0 | 21.8
COc1ccc(CCNc2ncnc3nc[nH]c23)cc1OC | 99.0 | 0.1 | -9.3 | -11.2 | 4.9 | 2.2 | 3.8 | -4.0 | x

From PubChem
